# N370S GC mod = qHTS Assay for Inhibitors and Activators of N370S glucocerebrosidase as a Potential Chaperone Treatment of Gaucher Disease; Lysosomal acid glucosylceramidase (Homo sapiens), P04062; N370S GC spleen homogenate, 4MU-glucoside fluorescence; Potency, µM (highest dose often 59.4 µM), inactives show top-dose activity change, negative = inhibition, most hits filed as inhibitors; actives 0.092% (n = 330,000); AID 2101, 2009;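 note: 0% = full enzyme activity and -100% = no enzyme basal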
# TDP1 block = qHTS Assay for Inhibitors of Tyrosyl-DNA Phosphodiesterase (TDP1). recombinant TDP1, AlphaScreen DNA substrate cleavage. Potency, µM (doses to about 130 µM), for the others: at the top dose activity change, negative = inhibition, usual class: inhibitors. actives 0.28% (n = 350,000); note: nearly all actives have a fitted effect of over 40% in size
# Target sequence (Q9NUW8 whole entry, looked up): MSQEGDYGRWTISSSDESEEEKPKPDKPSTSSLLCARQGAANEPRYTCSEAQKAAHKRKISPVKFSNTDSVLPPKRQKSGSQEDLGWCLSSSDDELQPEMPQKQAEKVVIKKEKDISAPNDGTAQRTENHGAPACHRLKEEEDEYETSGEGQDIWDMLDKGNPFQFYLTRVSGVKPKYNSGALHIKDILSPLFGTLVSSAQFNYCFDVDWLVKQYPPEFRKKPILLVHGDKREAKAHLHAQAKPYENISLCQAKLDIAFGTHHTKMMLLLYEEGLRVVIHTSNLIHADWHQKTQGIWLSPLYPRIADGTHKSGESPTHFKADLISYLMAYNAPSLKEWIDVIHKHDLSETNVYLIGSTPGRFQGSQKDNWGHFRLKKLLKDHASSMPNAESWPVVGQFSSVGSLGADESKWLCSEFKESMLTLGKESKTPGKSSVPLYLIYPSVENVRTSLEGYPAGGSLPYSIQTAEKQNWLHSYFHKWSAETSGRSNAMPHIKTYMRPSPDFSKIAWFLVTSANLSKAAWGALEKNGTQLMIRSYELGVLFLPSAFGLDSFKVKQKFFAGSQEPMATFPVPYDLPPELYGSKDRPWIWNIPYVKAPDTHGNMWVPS
#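 E. coli-derived human Tdp1, 1 nM final. Cpd preinc 15 min RT; substrate 15 nM final, 5 min RT; AS bead mix 10 ug/ml final, 10 min RT. Signal loss = tyrosine-FITC cleavage. No-enzyme wells = max signal.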
# FEN1 inh = qHTS Assay for the Inhibitors of Human Flap endonuclease 1 (FEN1) | P39748 | Recombinant FEN1 flap cleavage, fluorescence, 15 min | Potency, µM (doses to about 114 µM), inactives show at the highest dose activity change, negative = inhibition, actives largely listed as inhibitors | actives 0.35% (n = 390,000); note: nearly all actives have a fitted effect of over 65% in size
# Target sequence (P39748 whole entry, looked up): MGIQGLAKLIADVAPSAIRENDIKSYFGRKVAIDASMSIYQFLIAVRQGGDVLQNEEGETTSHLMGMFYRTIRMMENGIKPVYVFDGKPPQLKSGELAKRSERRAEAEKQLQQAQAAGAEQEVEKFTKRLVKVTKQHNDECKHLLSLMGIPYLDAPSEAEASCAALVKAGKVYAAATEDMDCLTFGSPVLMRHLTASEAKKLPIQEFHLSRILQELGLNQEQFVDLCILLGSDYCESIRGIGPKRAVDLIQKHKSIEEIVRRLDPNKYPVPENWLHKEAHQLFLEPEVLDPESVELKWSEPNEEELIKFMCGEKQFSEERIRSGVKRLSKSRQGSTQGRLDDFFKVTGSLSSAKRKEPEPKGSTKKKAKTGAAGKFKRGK
#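 Nuclease activity of 10 nM FEN1 was measured after 15 min of room-temperature exposure to titrated compounds, by adding 50 nM flap substrate and reading plates at 0 and 15 min.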
# Active calls of the source: *; ? = inconclusive; . = not tested or not shown; & = joins results of further samples; [ ] = another dose, or the depositor's remark. Calls come from the whole dose curve; as a rule, active = well fitted curve in the direction sought with a large enough effect; inconclusive = small, poorly fitted or top-dose-only effect, or another doubt; inactive = no such curve, though single readings can be large; an effect the other way counts as inactive or inconclusive. Unless noted, % is set by controls: 0 for no effect and ±100 for the full control effect; potency is the fitted concentration of half-maximal effect.
SMILES,N370S GC mod,TDP1 block,FEN1 inh
CCOc1ccc(-n2c(SCC(=O)NC)nnc2-c2ccco2)cc1,-1%,3%,2%
O=C(O)CNC(=O)CC12CC3CC(CC(C3)C1)C2,0%,3%,-4%
CSc1ncc(C(=O)Nc2cccc(Cl)c2)c(C)n1,-3%,.,-17%
Cc1cn2c(=O)c(S(=O)(=O)NCc3ccccc3Cl)c(C)nc2s1,.,-5%,-5%
CC(=O)Nc1ccc(NC(=O)C(C)OC(=O)CNS(=O)(=O)/C=C/c2ccc(C)cc2)cc1 (stereo not given),-5%,.,2%
CC(C)[C@H](NC(=O)c1ccc(Cl)cc1Cl)C(=O)NNC(=O)c1ccco1,.,-5%,-1%
Cc1ccc(OCc2nnc(NC(=O)OCC(C)C)s2)cc1,-8%,6%,-9%
Cn1cc(CN2CCC(n3nccc3NC(=O)C3CCCC3)CC2)cn1,-4%,3%,-1%
O=C(CC1C(=O)NCCN1C1CCCC1)NCc1cccc(OC(F)(F)F)c1 (stereo not given),-14%,2%[56.1 µM],-2%
OCCCc1nc2n(n1)C(c1cccs1)C=C(c1ccccc1)N2 (stereo not given),2%,6%,.
CC(=O)C(C(C)=O)c1c(Cl)c(O)c(O)c2c(C(=O)c3ccccc3)coc12,2%,5%,-22%
CC(O)c1nc2ccccc2n1Cc1nnc(-c2ccc(Cl)cc2)o1 (stereo not given),-1%,10%,-13%

# Compounds shown so far that have an aryl thioether with sulfur outside any ring, in the order listed:
SMILES,N370S GC mod,TDP1 block,FEN1 inh
CCOc1ccc(-n2c(SCC(=O)NC)nnc2-c2ccco2)cc1,-1%,3%,2%
CSc1ncc(C(=O)Nc2cccc(Cl)c2)c(C)n1,-3%,.,-17%

# Some of the entries so far, with each value named.
compound: O=C(O)CNC(=O)CC12CC3CC(CC(C3)C1)C2
  N370S GC mod: 0%; TDP1 block: 3%; FEN1 inh: -4%

compound: CSc1ncc(C(=O)Nc2cccc(Cl)c2)c(C)n1
  N370S GC mod: -3%; TDP1 block: .; FEN1 inh: -17%

# (list continues)
SMILES,N370S GC mod,TDP1 block,FEN1 inh
c1cncc(-c2cn(C[C@H]3CC[C@H](Cn4cc(-c5cccnc5)nn4)O3)nn2)c1,.,0%[56.1 µM],19%
COc1cc(OC)cc(C(=O)Nc2cc3c(cc2N2CCCCC2)n(C)c(=O)n3C)c1,.,2%,-3%
COC(C[C@@H](O)C[C@H](O)COCc1ccccc1)OC,3%,0%,17%
O=C(NC1CCCCC1)c1cc(Cl)nc2ccccc12,7%,5%,-10%
CCC1(C)Cc2c(sc3nnn(CC(=O)Nc4ccc(Cl)cc4)c(=O)c23)CO1 (stereo not given),-3%,7%,-24%
CCn1c(COc2ccccc2)nnc1SCC(=O)Nc1ccc(N2CCOCC2)cc1,-2%,.,-12%
COc1cc(OC)c(N(C)S(=O)(=O)c2cccc(C(=O)Nc3nc(C)cs3)c2)cc1Cl,.,3%,?
COc1ccc([C@@H]2[C@@H]3C(=O)N(C(C)(C)C)C(=O)[C@@H]3[C@]3(CC(C)C)C(=O)N(c4cccc(F)c4)C(=O)N23)cc1,-18%,-1%,-5%
O=C1NC(=S)N/C1=C/C=C/c1ccccc1,-7%,-5%,5%
CC(NC(=O)Cc1cccs1)C(c1cccs1)N1CCOCC1 (stereo not given),6%,5%,4%
O=C(CCNS(=O)(=O)c1ccccc1)NNC(=O)C1COc2ccccc2O1 (stereo not given),-4%,-3%,-4%
CN=C(C)/C(C(=O)OC)=C(/O)c1ccccc1F,-1%,1%,-2%
CC1CN(c2ccc([N+](=O)[O-])nc2)CC(C)O1 (stereo not given),-11%,6%,-1%
COC(OC)C(C)NC(=O)NC(=O)c1ccccc1Cl (stereo not given),4%,0%,15%
COc1ccc(-c2nc3cnccn3c2NC2CCCCC2)cc1-c1cccc(Cl)c1,.,6%,-6%
Cc1cccc(NC(=O)C2CC2c2ccccc2)c1C (stereo not given),1%,.,-16%
CCOC(=O)c1c(-c2ccccc2)oc2cc(Br)c(OCc3ccccc3)cc12,.,-10%[12.3 µM],-11%
COC(=O)c1sc2nc(C)nc(SCC(=O)N3CCC(C(=O)O)CC3)c2c1C,-1%,0%,6%
CCN(C(=O)COC(=O)[C@H](C)N=C1NS(=O)(=O)c2ccccc21)C1CCS(=O)(=O)C1 (stereo not given in full),-13%,0%,1%
COc1ccccc1NC(=O)c1sc2nc(C)c(C(=O)Nc3ccc(C)cc3C)c(-c3ccco3)c2c1N,.,3%,18%
Cc1ccc2c(c1)N(CCC(=O)NCc1ccc3c(c1)OCO3)C(=O)CO2,1%,4%,-5%
COCCNC(=O)c1nn2c(C(F)(F)F)cc(-c3ccccc3)nc2c1Cl,0%,.,24%
Cc1ccc(N/N=C(\C#N)C(=N)N2CCOCC2)cc1,-6%,3%,-2%
O=[N+]([O-])c1cccc(-c2noc3c2-c2nc(Cc4cccc5ccccc45)sc2CC3)c1,-2%,.,2%
CCOC(=O)COc1ccc(C)cc1C(=O)c1ccn2nc(-c3ccc(Cl)cc3)cc2n1,.,7%,-2%
CC1CC(C)(C)NC(=S)N1CCCC(=O)N1CCN(c2ccc(F)cc2)CC1 (stereo not given),2%,7%,1%
Cc1cccc(N2CCN(S(=O)(=O)c3ccc4oc(=O)c5ncn(C)c5c4c3)CC2C)c1 (stereo not given),.,0%,-7%
CCOC(=O)C1(Cc2ccc(Cl)cc2)CCN(C(=O)CCc2ccncc2)CC1,2%,3%,10%
CCN(C(=O)COc1ccccc1C(=O)NCc1ccccc1)C1CCS(=O)(=O)C1 (stereo not given),.,1%,-4%
Cc1ccc(-c2cc(Cc3ccccn3)c(=O)[nH]n2)cc1,9%,0%,8%
O=Nc1c(-c2ccccc2)[nH]n(-c2ccccc2)c1=O,16%,.,6%
CCOC(=O)c1nnc2c(-c3ccc(OC)cc3)c(C)nn2c1N,.,2%,3%
COc1ccc(N(C2CSC2)S(=O)(=O)c2ccccc2)cc1,-3%,2%,-2%
COc1ccc(C(=O)NCC(=O)Nc2ccccc2)cc1OC,8%,5%,1%
CCOc1cc(CNc2ccc(N3CCCCC3)cc2)cc(Br)c1OCC(=O)NC(C)(C)C,-13%,11%,5%
O=C(O)CCS(=O)(=O)c1ccccc1Cl,7%,2%,13%
O=C(Cn1cnc2c(OCc3ccccc3)ncnc21)NCc1nc2ccccc2[nH]1,.,2%,?
O=C(/C=C/c1ccc(F)cc1)NNC(=O)CCN1CCN(Cc2ccccc2)CC1,-6%,6%,-3%
O=C(Nc1cc2c(cc1Br)OCCO2)c1ccc(=O)[nH]c1,.,-2%,-6%
N[C@H](C(=O)O)c1ccc(O)c(C(=O)O)c1,6%&2%,14%[56.1 µM],.
CC1(C)Cc2c(cnn2-c2ccccc2)-c2c1c1ccccc1n2CC(O)CBr (stereo not given),-8%,9%,-22%
Cn1c(=O)c(=O)n(C)c2cc(N3CCOCC3)c(NS(=O)(=O)c3ccc([N+](=O)[O-])cc3)cc21,-8%,8%,-7%
Cc1nc(C(=O)N/N=C/c2[nH]ncc2Br)cs1,-9%,10%,0%
CCN(CC)CCN1C(=O)C(=O)/C(=C(/O)c2ccncc2)C1c1ccccc1 (stereo not given),1%,6%,2%
O=C(O)c1ccc(S(=O)(=O)NC2CCCCCC2)cc1,-20%,7%,-5%
CN(C)/C=C/C(=O)c1ccc([N+](=O)[O-])c(CS(=O)(=O)c2ccccc2)c1,-6%,.,-8%
CCOc1cccc(C=NNc2ccc(S(=O)(=O)Nc3ccccc3C(=O)O)cc2[N+](=O)[O-])c1O,.,1%,-31%
COc1ccc(C(CNC(=O)c2ccc(Cl)c(S(=O)(=O)N3CCCC3)c2)N2CCCC2)cc1 (stereo not given),.,0%[56.1 µM],-9%
COc1ccccc1CC(=O)Nc1cc(OC)c(NC(=O)c2ccccc2)cc1OC,0%,.,-17%
CCOc1ccc(C(=O)Cc2cc(OC)c(OC)cc2[N+](=O)[O-])cc1,26%,2%,-4%
FC(F)Oc1ccc(NC(=S)NCc2cccnc2)cc1,-1%,6%,1%
O=C(CSc1nnnn1Cc1ccccc1)c1ccc(F)cc1,-2%,.,3%
COc1ccc(-c2coc(CCC(=O)N3CCN(c4cc(C)ccc4C)CC3)n2)cc1,.,4%[56.1 µM],-19%
Fc1ccc(CNc2ccc(CNc3ncn[nH]3)cc2)cc1,-9%,1%,-5%
NC(=O)C1CCN(c2nc(C3CC3)nc3c2nnn3Cc2ccccc2Cl)CC1,?,-2%,2%
O=[N+]([O-])c1ccc(N2CCN(CCOc3nonc3-c3ccccc3)CC2)c(Cl)c1,5%,4%,-5%
CCOC(=O)c1c(C)[nH]c(C(=O)CN2C(=O)NC(C)(CC(C)C)C2=O)c1C (stereo not given),-17%,4%,2%
O=C(Cc1ccccc1)NCC(=O)N1CCN(c2ccccc2F)CC1,-5%,-1%,2%
COc1ccc(-n2cnnc2SCC(=O)Nc2cc(S(=O)(=O)N3CCCCC3)ccc2C)cc1,-4%,0%,-3%
CCOC(=O)c1cc(OC(=O)c2ccc(Cl)cc2)n(-c2ccccc2)n1,.,-5%,17%

# Entries above that contain an NH in an aromatic ring (7):
SMILES,N370S GC mod,TDP1 block,FEN1 inh
Cc1ccc(-c2cc(Cc3ccccn3)c(=O)[nH]n2)cc1,9%,0%,8%
O=Nc1c(-c2ccccc2)[nH]n(-c2ccccc2)c1=O,16%,.,6%
O=C(Cn1cnc2c(OCc3ccccc3)ncnc21)NCc1nc2ccccc2[nH]1,.,2%,?
O=C(Nc1cc2c(cc1Br)OCCO2)c1ccc(=O)[nH]c1,.,-2%,-6%
Cc1nc(C(=O)N/N=C/c2[nH]ncc2Br)cs1,-9%,10%,0%
Fc1ccc(CNc2ccc(CNc3ncn[nH]3)cc2)cc1,-9%,1%,-5%
CCOC(=O)c1c(C)[nH]c(C(=O)CN2C(=O)NC(C)(CC(C)C)C2=O)c1C (stereo not given),-17%,4%,2%

# Continuation.
SMILES,N370S GC mod,TDP1 block,FEN1 inh
COc1cc(C(=O)N(C)C2CCCN(Cc3ccccc3F)C2)cc(OC)c1OC (stereo not given),2%,.,0%
COc1cccc(/C=N/n2c(-c3ccco3)nc3ccccc3c2=O)c1OC,2%,0%,-8%
CCCNC(=O)c1noc2c1CCc1ccccc1-2,8%,-5%,-4%
C=CCN(C(=O)CN1CCCCC1)c1nc(-c2ccccc2)cs1,1%,8%,-8%
CC(=O)NS(=O)(=O)c1ccc(NC(=O)c2ccc(Cl)cc2[N+](=O)[O-])cc1,-5%,3%,-6%
CSc1ncc(Cl)c(C(=O)Nc2c(C)cccc2C)n1,-19%,.,7%
COc1ccc(C2C=C(c3ccccc3)Nc3nc(NC(C)=O)nn32)cc1 (stereo not given),6%,-3%&5%,-14%
CN(Cc1ccccc1)C(=O)c1nc2ccccn2c1CN1CCC(N2CCOCC2)CC1,-12%,.,-18%
CCOc1ccc(CNC(=O)C2CCN(S(=O)(=O)c3cn(C)cn3)CC2)cc1OC,.,-1%,7%
O=S(=O)(NCCc1ccccn1)c1ccc(OC(F)(F)F)cc1,-5%,2%,-13%
Cn1c2c(c(=O)n(C)c1=O)C(C(F)(F)F)(C(F)(F)F)N=C(CCC1CCCCC1)N2,8%,5%,1%
Cc1cccc(CSc2nc3ccncc3n2CC(=O)Nc2ccc(C)c(C)c2)c1,-11%,3%,.
O=C(CN1C(=O)NC2(CCCCC2)C1=O)Nc1cccc2ncccc12,.,1%,4%
O=C(COC(=O)c1cc2ccccc2oc1=O)c1cccc([N+](=O)[O-])c1,-2%,1%,6%
Cc1cc(NC(=O)Cn2c(=O)n(CCCCC(=O)NC3CCN(Cc4ccccc4)CC3)c(=O)c3ccccc32)n[nH]1,3%,6%,.
O=c1ccc2c(OCCCCc3ccccc3)c3ccoc3cc2o1,30%,-12%[56.1 µM],.
CCOc1ccccc1N(C)S(=O)(=O)c1ccc2c(c1)CC(C)N2C(=O)C1CC1 (stereo not given),4%,2%,9%
Cc1cc(C)c(NC(=O)Cn2c(=O)n(CCCCC(=O)NCc3ccccc3Cl)c(=O)c3ccccc32)c(C)c1,.,1%,-7%
CCC(=O)Nc1ccccc1-c1nc2ccccc2n(C(C)C(=O)Nc2cccc(Cl)c2C)c1=O (stereo not given),.,-9%,-7%
CCC1CCCCN1C(=O)c1nn(-c2ccc(OC)cc2)c(=O)c2c1c1ccccc1n2C (stereo not given),.,-2%,7%
CCCCN(C(=O)COc1ccc(NC(C)=O)cc1)C1CCS(=O)(=O)C1 (stereo not given),-7%,0%,15%
CC1(C)CC(NC(=O)C2CCC(=O)N(C3CC3)C2)CC(C)(C)C1 (stereo not given),-2%,1%,5%
O=C(Nc1nnc(SCCN2CCOCC2)s1)C1CC(=O)N(c2ccc(F)cc2)C1 (stereo not given),-8%,9%,-2%
Cc1ccc(CNC(=O)c2ccc(CSCc3cccc(C)c3)o2)cc1,.,-5%,-22%

# Screening results: PubChem BioAssay, National Center for Advancing Translational Sciences (NCATS)
